Screening data (PubChem BioAssay)
beta cell repl: MIN6 beta-cell proliferation induction. AID 2380. MIN6 cells proliferation, ATPlite luminescence, 48 h; cells starved in 0.2% serum; 100% = growth in 10% serum. proliferation, % at 10 µM. 330,000 tested, 0.29% active;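 active = compounds whose signal lies at least 3.5 SD above the mean of all wells on their plate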;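 also: 0% = DMSO-treated cells in low-serum medium and 100% = 10% serum control; some compounds called inactive have numbers as strong as hits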
mIAP activ: mouse IAP activation; muIAP, CDP-Star luminescence, 30 min; hits give high values; 1 = vehicle-only enzyme signal, 0 = enzyme-free wells; activation factor at 10 µM; 330,000 tested, 0.24% active; AID 2805;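 active = activation factor of at least 2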; also: the source names both 10 and 20 µM as test concentration; values of inactives mirror those of a sister screen read the other way
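Assay system: mouse IAP enzyme; Reagent: CDP-Star chemiluminescent phosphatase substrate; Compound: DMSO-dissolved test compounds; Incubation: 30 min, room temperature; Technique: luminescence from enzymatic CDP-Star hydrolysis; Controls: DMSO-only wells and no-enzyme negative control.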
APOBEC3G inh: inhibitors of human APOBEC3G DNA deaminase; recombinant A3G, ssDNA deamination FAM/TAMRA fluorescence; inhibition, % at 20 µM; 330,000 tested, 0.28% active;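 active = inhibition of at least 40% at 20 µM, with no more than 30% in the related APOBEC3A deaminase screen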;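 also: plate controls were DMSO wells with A3G for no effect and wells lacking A3G enzyme for full effect; some compounds called inactive have numbers as strong as hits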
Target sequence (Q9HC16 whole entry, looked up): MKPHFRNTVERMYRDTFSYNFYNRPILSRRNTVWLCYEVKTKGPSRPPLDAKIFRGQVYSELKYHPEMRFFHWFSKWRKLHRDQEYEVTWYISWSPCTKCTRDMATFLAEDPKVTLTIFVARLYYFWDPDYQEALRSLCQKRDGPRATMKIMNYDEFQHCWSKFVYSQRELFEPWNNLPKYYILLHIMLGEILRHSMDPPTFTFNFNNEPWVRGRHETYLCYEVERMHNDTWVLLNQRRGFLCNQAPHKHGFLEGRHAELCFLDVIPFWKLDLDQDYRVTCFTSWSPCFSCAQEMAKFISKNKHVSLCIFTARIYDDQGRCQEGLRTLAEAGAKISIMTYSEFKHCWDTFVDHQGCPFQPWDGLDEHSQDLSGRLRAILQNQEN
hIAP act: increases human intestinal alkaline phosphatase activity; P09923; purified human IAP, CDP-Star luminescence, 30 min; hits give high values; 1 = vehicle-only enzyme, 0 = enzyme-free background; activation factor at 10 µM; 330,000 tested, 0.16% active;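 active = activation factor of the enzyme at least 2-fold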; also: the source names both 10 and 20 µM as test concentration; values of inactives mirror those of a sister screen read the other way
Target sequence (P09923 whole entry, looked up): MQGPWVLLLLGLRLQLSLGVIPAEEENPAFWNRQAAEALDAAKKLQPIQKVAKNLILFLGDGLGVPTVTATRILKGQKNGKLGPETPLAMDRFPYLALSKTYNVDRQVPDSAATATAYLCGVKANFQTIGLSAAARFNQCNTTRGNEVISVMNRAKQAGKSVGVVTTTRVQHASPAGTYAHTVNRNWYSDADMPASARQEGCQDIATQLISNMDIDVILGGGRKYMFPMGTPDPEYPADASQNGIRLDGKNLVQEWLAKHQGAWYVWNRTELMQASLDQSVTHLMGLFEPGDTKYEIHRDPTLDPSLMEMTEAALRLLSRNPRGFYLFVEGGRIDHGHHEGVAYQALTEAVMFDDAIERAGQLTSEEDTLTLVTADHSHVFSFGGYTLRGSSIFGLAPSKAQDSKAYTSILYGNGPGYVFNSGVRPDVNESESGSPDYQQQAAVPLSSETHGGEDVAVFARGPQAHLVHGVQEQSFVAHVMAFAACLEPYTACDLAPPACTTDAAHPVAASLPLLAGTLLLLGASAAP
mIAP block: mouse IAP inhibition; purified mouse IAP, CDP-Star luminescence, 30 min; inhibition, % at 10 µM; 330,000 tested, 0.2% active; AID 2806;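 active = inhibition of at least 40% at 10 µM in the primary screen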;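 also: plate controls were DMSO with enzyme for no effect and no enzyme wells for full effect; values of inactives mirror those of a sister screen read the other way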
NR3A LBD binder: NR3A (human) ligand-binding domain modulation; NR3A LBD differential scanning fluorimetry, Tm shift; 0% = protein alone, 100% = glycine-bound protein; Tm shift relative to glycine control, % at 25 µM; 340,000 tested, 2.5% active; AID 1259313;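 active = melting temperature shift of at least 10% of the positive control shift, at one fixed dose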
MPTP inh: inhibitors of mitochondrial permeability transition pore; inhibition, % at 10 µM; 360,000 tested, 1.4% active; isolated mouse mitochondria, Ca2+ swelling absorbance, 30 min;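 active = inhibition of 50% or more, scaled per plate between neutral and stimulator controls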;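 also: 0% = DMSO wells given calcium and 100% = 1 mM EGTA wells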
A3A deaminase: blocks human APOBEC3A ssDNA deamination; P31941; recombinant A3A, FAM/TAMRA ssDNA deamination fluorescence; inhibition, % at 20 µM; 330,000 tested, 0.41% active;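 active = at least 40% inhibition at 20 µM here, with at most 30% in a related deaminase screen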;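 also: plate controls were A3A with DMSO for no effect and wells lacking A3A enzyme for full effect; some results filed as inactive read as strong as hits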
hIAP inh: human IAP inhibition | inhibition, % at 10 µM | purified IAP, CDP-Star luminescence, 30 min | P09923 | 330,000 tested, 0.12% active;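 active = inhibition reaching a set limit with compound at 10 µM in the primary screen, cut at about 35% in these data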;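 also: plate controls were DMSO wells with enzyme for no effect and no-enzyme buffer wells for full effect; values of inactives mirror those of a sister screen read the other way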
Active calls of the source: *; . = no result given.

SMILES	beta cell repl	mIAP activ	APOBEC3G inh	hIAP act	mIAP block	NR3A LBD binder	MPTP inh	A3A deaminase	hIAP inh
O=C(CSc1nnc(-c2ccncc2)o1)N1CCCC1	1	1.1	-5	1	-5	0	-0.6	-1	-4
O=C(Nc1cccc(S(=O)(=O)NC2=NCCCCC2)c1)c1ccc(Cl)cc1	-2	1.1	-8	1.2	-8	2	-1.9	-2	-22
CCOC(=O)Cc1csc(NC(=O)COc2ccc(N(C)S(=O)(=O)c3cccs3)cc2)n1	-1	0.98	-2	1.1	2	-1	-3.6	1	-12
COc1ccc(CNC(=O)CS(=O)Cc2nc(-c3ccc(C)cc3)oc2C)cc1 (stereo not given)	-2	0.86	2	1.2	14	0	-0.9	2	-18
O=c1n(-c2cccc(Cl)c2)c(=O)n2n1CCC2	-2	1.1	1	0.88	-6	0	-0.4	1	12
Cc1ccc(C)c(N2CCN(C(=O)c3ccc(CS(=O)Cc4ccc(Cl)cc4)o3)CC2)c1 (stereo not given)	-5	1.1	-8	0.92	-8	-15	0.5	-9	8
N#CCCN(C(=O)COC(=O)c1nc(Cl)ccc1Cl)c1ccccc1	-1	0.97	-7	1.1	3	0	-1.1	0	-9
CCNc1c([N+](=O)[O-])ncn1C	-1	1	-4	0.99	-4	1	-8.0	-5	1
O=C(NCC1CCCO1)c1c(O)c2c([nH]c1=O)CCCC2 (stereo not given)	-3	1	-2	0.74	-1	-1	-0.5	-1	26
CCN1CCN(c2ccc(S(=O)(=O)N3CCOCC3)cc2NC(=O)C(C)Oc2ccc(Cl)cc2)CC1 (stereo not given)	-4	0.92	11	0.94	8	-4	-0.6	56*	6
CCCC(=O)c1cc2c(cc1NC(=O)c1ccccc1F)OCCO2	5	1	-13	1.1	-1	0	3.2	2	-10
COc1cccc2cc(C(=O)NC(C)C3CCCO3)c(=O)oc12 (stereo not given)	-4	1	-6	1.3	-5	-1	2.0	2	-29
CCCC1N2CC3([N+](=O)[O-])CN1CC([N+](=O)[O-])(C2)C3(C)C (stereo not given)	0	0.94	-3	1	6	1	0.2	2	-1
COc1ccc(Nc2ccc([N+](=O)[O-])cn2)cn1	-4	0.89	-5	1.1	11	4	13	-1	-8
Cc1cc(C)c(C(=O)N2CCCC(C(=O)c3cc(F)ccc3F)C2)o1 (stereo not given)	-3	0.95	-4	1.1	4	0	1.2	1	-5

Ordered by length of the SMILES (high to low): part of the list above.
SMILES	beta cell repl	mIAP activ	APOBEC3G inh	hIAP act	mIAP block	NR3A LBD binder	MPTP inh	A3A deaminase	hIAP inh
Cc1ccc(C)c(N2CCN(C(=O)c3ccc(CS(=O)Cc4ccc(Cl)cc4)o3)CC2)c1 (stereo not given)	-5	1.1	-8	0.92	-8	-15	0.5	-9	8
CCCC1N2CC3([N+](=O)[O-])CN1CC([N+](=O)[O-])(C2)C3(C)C (stereo not given)	0	0.94	-3	1	6	1	0.2	2	-1
COc1ccc(Nc2ccc([N+](=O)[O-])cn2)cn1	-4	0.89	-5	1.1	11	4	13	-1	-8
O=C(CSc1nnc(-c2ccncc2)o1)N1CCCC1	1	1.1	-5	1	-5	0	-0.6	-1	-4

Other entries follow.
SMILES	beta cell repl	mIAP activ	APOBEC3G inh	hIAP act	mIAP block	NR3A LBD binder	MPTP inh	A3A deaminase	hIAP inh
Oc1ccccc1C1=Nc2ncnn2C(c2ccccc2)C1 (stereo not given)	2	1	-3	0.91	0	-1	0.0	2	9
N#Cc1cccn1-c1nccs1	-1	0.9	1	1	10	2	0.9	4	-2
COc1cc([N+](=O)[O-])ccc1NC(=O)CN(C)C	-2	1.1	-6	0.94	-6	0	-0.3	-1	6
CC(=O)NN1C(=O)/C(=C/c2ccc(C(C)C)cc2)SC1=S	0	0.9	-5	0.88	10	-9	3.1	5	12
O=C(COC(=O)/C=C/c1ccccc1[N+](=O)[O-])NC(=O)NC1CCCC1	4	0.91	-2	0.96	9	1	-1.0	3	4
O=C(O)c1ccc(-c2nc3ccccc3[nH]2)cc1	-2	1.1	0	1.1	-12	-3	-0.3	-4	-10
CCOC(=O)N1CCN(C(=O)CSc2ccccc2)CC1	2	0.97	-4	0.88	3	-1	0.9	-2	12
Cc1ccc(S(=O)(=O)N2CCOCC2)cc1C(=O)OCC(=O)N(Cc1ccccc1)C(C)C	-1	0.94	-9	1	6	0	-2.6	-2	0
CCOc1c(Br)cc(/C=N\NC(=O)c2ccccc2)cc1OC	0	1.1	-4	1	-7	9	3.8	2	-3
CC1CC(C)(C)CC2(C1)NC(=O)N(CC(=O)Nc1ccc(N3CCCCC3)cc1)C2=O (stereo not given)	-2	0.91	-1	0.93	9	-1	0.4	-5	7
Cc1cc(C)cc(NC(=O)N2CCC(C(=O)c3ccc(F)cc3)CC2)c1	-1	1.1	-7	1	-11	-2	0.1	-3	-3
Cc1ccc(/C=N/NC(=O)C2CC(=O)N(c3ccccc3)C2)s1 (stereo not given)	-1	0.97	-1	1	3	-8	4.3	6	-3
O=c1oc(Nc2ccc(F)cc2)nc2ccccc12	-4	1	-3	1	-5	7	1.2	2	-4
S=c1[nH]nc(C2CCCCC2)n1/N=C/c1ccc(Cl)cc1	0	0.88	-6	0.87	12	-21	0.6	-4	13
O=C(O)c1ccc(N2C(=O)CC(N3CCN(c4cccc(Cl)c4)CC3)C2=O)cc1 (stereo not given)	-1	1	-5	0.8	0	2	-1.3	-1	20
C=CCn1c(SCC(=O)Nc2nncs2)nnc1-c1ccco1	-1	1	-9	0.91	-2	-1	-0.8	-4	9
CCOc1ccc(NC(=O)CSc2nc3c(c(=O)n2-c2ccccc2OC)SCC3)cc1	0	1.2	-12	0.98	-17	-1	-0.5	-4	2
C=CCc1c(OC)ccc2ccc(=O)oc12	-4	0.95	-4	0.94	5	3	-0.6	-1	6
C=CCOc1ccc(C(=O)n2cc(C(=O)OC)c3ccccc32)cc1	-1	1.1	16	1	-9	2	-0.2	12	-4
CN1CCC(N(C)C(=O)c2cc(S(=O)(=O)N3CCOCC3)ccc2Cl)CC1	0	0.99	-5	1	1	0	0.2	0	0
COc1ccc(NC(=S)NC(=O)Cc2ccccc2)c(OC)c1	-1	1.1	-1	0.73	-5	2	-0.7	-5	26
Cc1cc(SCC(=O)NCCN2C(=O)CSC2=O)nc2ccccc12	-2	0.77	-3	0.87	23	1	0.2	-1	13
CC(C)N(C(=O)[C@H]1C[C@H](CC(=O)NCc2cccc(C(F)(F)F)c2)C(=O)N2CCc3c([nH]c4cc(CCC(=O)N(C)C)ccc34)[C@]12C)C(C)C	.	1.2	1	.	-24	0	3.9	3	.
Cc1ccc(C)c(S(=O)(=O)Nc2ccc(O)c(Sc3ncn[nH]3)c2)c1	-2	0.25	-5	1.2	75*	2	0.1	-1	-17
CCCOc1ccc(C(C)=O)cc1CSCCC#N	-2	0.88	0	0.91	12	-2	-0.7	1	9
Cc1ccccc1CN1C(=O)Nc2ccccc2C(=O)N1C(C)(C)C	0	0.93	-2	0.94	7	4	0.0	-2	6
O=C(CCC(=O)OCc1ccc(C(=O)Oc2ccccc2)cc1)Nc1cccc2ccccc12	-3	1	-7	1.2	-2	-2	-3.0	-1	-16
O=S(=O)(NCCOc1ccc(F)cc1)c1ccc2c(c1)OCCO2	-1	1	2	1.1	0	-2	0.9	2	-6
Cc1csc(NC(=O)C2CSC3(C)CCC(=O)N23)n1 (stereo not given)	-6	1	-6	1.2	0	-1	1.6	-1	-24
Cc1onc(-c2ccccc2)c1C(=O)Oc1ccccc1	0	0.95	-8	0.87	5	0	0.6	-3	13

Reprinted at random: 2 compounds from above
SMILES	beta cell repl	mIAP activ	APOBEC3G inh	hIAP act	mIAP block	NR3A LBD binder	MPTP inh	A3A deaminase	hIAP inh
COc1ccc(NC(=S)NC(=O)Cc2ccccc2)c(OC)c1	-1	1.1	-1	0.73	-5	2	-0.7	-5	26
CCOc1ccc(NC(=O)CSc2nc3c(c(=O)n2-c2ccccc2OC)SCC3)cc1	0	1.2	-12	0.98	-17	-1	-0.5	-4	2

At a glance, some entries already given:
SMILES	beta cell repl	mIAP activ	APOBEC3G inh	hIAP act	mIAP block	NR3A LBD binder	MPTP inh	A3A deaminase	hIAP inh
O=S(=O)(NCCOc1ccc(F)cc1)c1ccc2c(c1)OCCO2	-1	1	2	1.1	0	-2	0.9	2	-6
Cc1csc(NC(=O)C2CSC3(C)CCC(=O)N23)n1 (stereo not given)	-6	1	-6	1.2	0	-1	1.6	-1	-24
Cc1onc(-c2ccccc2)c1C(=O)Oc1ccccc1	0	0.95	-8	0.87	5	0	0.6	-3	13

Other structures follow.
SMILES	beta cell repl	mIAP activ	APOBEC3G inh	hIAP act	mIAP block	NR3A LBD binder	MPTP inh	A3A deaminase	hIAP inh
Cc1ccc(C(=O)Nc2c(C)cc(-c3ccc(Cl)cc3)oc2=O)cc1	0	1.1	-8	1.1	-8	1	24	4	-15
COc1ccc(-c2nc(CS(=O)CC(=O)NCc3ccccc3)c(C)o2)cc1OC (stereo not given)	-4	1	1	1.3	-1	2	-0.2	1	-26
COc1ccc(Cl)cc1-n1c(=S)sc2c(=O)n(-c3ccc(F)cc3)c(SCC(=O)O)nc21	1	0.87	-4	0.89	13	1	-1.4	-1	11
Cc1cc(NC(=O)COC(=O)c2ccccc2NCCO)no1	-5	1	-8	0.91	-4	2	-0.6	0	9
CCCCNC(=S)N1CCN(CC)CC1	-1	0.94	-6	1	6	-3	0.2	-4	-2
